Bioassay records from PubChem BioAssay.
RGS4-Gao reg: modulates binding of RGS4 to human Galphao. 220,000 compounds, 0.33% hits. binding response (% of control), % at 10 µM. P09471. Multiplexed bead flow cytometry; actives lie on both sides; in the data active means binding response below about 49% or above about 150%; inactive means in between;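 further: fluorescent Galphao activated with aluminum fluoride binding bead-coupled RGS4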
Target sequence (P09471 whole entry, looked up): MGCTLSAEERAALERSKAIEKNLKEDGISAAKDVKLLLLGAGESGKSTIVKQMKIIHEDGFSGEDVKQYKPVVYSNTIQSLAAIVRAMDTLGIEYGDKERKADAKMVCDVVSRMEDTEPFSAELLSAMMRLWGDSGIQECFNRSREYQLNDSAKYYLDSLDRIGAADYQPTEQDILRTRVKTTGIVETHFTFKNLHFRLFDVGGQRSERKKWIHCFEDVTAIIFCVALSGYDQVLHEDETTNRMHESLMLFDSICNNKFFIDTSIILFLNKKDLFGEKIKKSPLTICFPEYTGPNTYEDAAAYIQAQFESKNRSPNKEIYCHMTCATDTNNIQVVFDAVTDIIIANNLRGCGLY
RGS7-Gao: regulators of human RGS7-Galphao interaction | Multiplexed bead flow cytometry, RGS7-Galphao binding; actives lie on both sides | binding response (% of control), % at 10 µM | 220,000 compounds, 0.35% hits | AID 1439; in the data active means binding response below about 49% or above about 150%; inconclusive means no clear call, values can overlap the other calls; inactive means in between;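 further: fluorescent Galphao held in activated GDP-AlF4 state binding bead-coupled RGS7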
GSH fluor: compound fluoresces at 488/530 nm on GSH beads; fluorescence (KMESF) at 10 µM; GSH beads flow cytometry, compound fluorescence 488/530 nm; active compounds read high; 190,000 compounds, 0.25% hits; in the data active means fluorescence above about 89;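 further: glutathione beads carrying GST-tagged Bcl family fusion proteins plus one bare bead set; values are compound well signal with DMSO vehicle wells as background; inactives centre near 16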
Avidin fluor: compound fluoresces at 488/530 nm on avidin beads; fluorescence (KMESF) at 10 µM; compound fluorescence 488/530 nm, flow cytometry; active compounds read high; 220,000 compounds, 0.38% hits; in the data active means fluorescence above about 47; further: inactives centre near 10
Mcl1 Noxa PPI: Mcl-1/Noxa interaction inhibition; TR-FRET Mcl-1/Noxa peptide binding, 2 h; inhibition, % at 21.7 µM; 220,000 compounds, 1.5% hits; AID 1022;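 active means compounds that cut the protein-peptide binding signal by more than 50% relative to plate controls in a single-dose test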;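 further: His-tagged Mcl-1 with rhodamine Noxa BH3 peptide and terbium anti-His antibody; 0% = Mcl-1 plus Noxa peptide wells and 100% = peptide-only wells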
Target sequence (Q07820 whole entry, looked up): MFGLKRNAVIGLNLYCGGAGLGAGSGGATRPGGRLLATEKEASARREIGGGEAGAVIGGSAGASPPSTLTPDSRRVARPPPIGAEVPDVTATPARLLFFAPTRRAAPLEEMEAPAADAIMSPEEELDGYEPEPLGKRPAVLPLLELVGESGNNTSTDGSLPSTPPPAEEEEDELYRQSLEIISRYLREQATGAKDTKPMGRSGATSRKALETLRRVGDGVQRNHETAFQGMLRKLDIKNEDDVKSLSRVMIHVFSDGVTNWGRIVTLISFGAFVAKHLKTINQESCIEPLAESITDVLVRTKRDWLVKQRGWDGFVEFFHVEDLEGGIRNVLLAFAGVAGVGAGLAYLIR
Mcl1 Bid PPI: Mcl-1/Bid interaction inhibition; Q07820; TR-FRET Mcl-1/Bid-Dy647 peptide binding, 1536-well; inhibition, % at 21.7 µM; 220,000 compounds, 0.97% hits;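 active means compounds that cut the binding signal by more than half at the single screening dose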;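 further: His-tagged Mcl-1 with europium anti-His antibody binding Bid BH3 peptide; 0% = Mcl-1 plus peptide wells and 100% = peptide-only wells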
RGS8-Gao reg: regulators of human RGS8-Galphao interaction | 220,000 compounds, 0.34% hits | P09471 | response (percent of control binding), % at 10 µM | multiplexed bead flow cytometry, RGS8-Galphao binding; actives lie on both sides; in the data active means response below about 60% or above about 140%; inactive means in between;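 further: Galphao activated as the GDP aluminium fluoride complex binding bead-coupled RGS8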
Pf gametocyte: inhibitors of late stage P. falciparum gametocyte viability; P. falciparum stage V gametocytes, ATP luminescence, 24 h; inhibition, % at 10.9 µM; 150,000 compounds, 0.065% hits; AID 743093;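 active means inhibition above the mean plus 3 SD of compounds within the control limits, set per campaign, cut at about 38% in these data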;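 further: 0% = DMSO wells and 100% = medium only without gametocytes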
Bim-Mcl-1: disrupts Bim peptide binding to human Mcl-1 | Bead-based flow cytometry, Bim peptide-Mcl-1 binding | 190,000 compounds, 0.1% hits | inhibition, % at 10 µM; in the data active means inhibition above about 40%;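 further: 0% = no compound tracer wells and 100% = peptide blocker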
ABCG2 block: blocks JC-1 efflux by human ABCG2 transporter. IgMXP3 cells, flow cytometry. inhibition, % at 6.6 µM. 190,000 compounds, 0.1% hits. AID 1325;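 active means inhibition above 80%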;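 further: 0% = DMSO and 100% = nicardipine control wells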
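Times: 10 min at 25 °C | Test system: Two drug-resistant human cell lines, ABCG2 and ABCB1 | Quantity: 3 million cells/mL final, two lines in 1:1 ratio | Signal: Flow cytometry, 530 nm JC-1 signal | Dosing: Compound at 6.6 µM | Controls: Nicardipine and DMSO wells | Reagent: JC-1 as fluorescent efflux pump substrate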
ABCB1 inh: human ABCB1 inhibition, ABCG2 as counter-screen | 190,000 compounds, 0.067% hits | inhibition, % at 6.6 µM | P08183 | CCRF-Adr cells, JC-1 efflux, flow cytometry; in the data active means inhibition above about 40%;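 further: 0% = vehicle and 100% = reference inhibitor; higher value means more JC-1 retained so stronger ABCB1 efflux block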
* hit, by the source's call; ? = inconclusive; / = no result given; & = joins results of further samples.

SMILES	RGS4-Gao reg	RGS7-Gao	GSH fluor	Avidin fluor	Mcl1 Noxa PPI	Mcl1 Bid PPI	RGS8-Gao reg	Pf gametocyte	Bim-Mcl-1	ABCG2 block	ABCB1 inh
CO/N=C\CC(=O)Nc1ccc(Cl)c(Cl)c1	93	92	18	10	15	-5	95	-7	-2	20	1.0
COc1ccc(-c2cc(C(F)(F)F)n3nc(C(=O)Nc4c(C)n(C)n(-c5ccccc5)c4=O)c(Cl)c3n2)cc1	99	?	11	11	8	-35	102	-3	1	0	0.0
COc1ccc(NC(=O)c2cccc(S(=O)(=O)N(C)c3ccccc3)c2)cn1	103	100	5	1	2	-3	98	-12	-3	-1	-0.3
Cc1cc(NC(=O)CSc2nc3cc(C(=O)NCCCOC(C)C)ccc3c(=O)n2Cc2ccco2)no1	93	91	7	16	12	3	86	-34	0	4	0.6
CC(CCc1ccccc1)NC(=O)C(=O)Nc1ccccc1 (stereo not given)	111	109	11	9	-3	-7	110	-8	-3	-1	-0.4
Cc1cc(/C=N/NC(N)=S)c(C)n1-c1ccc(Cl)cc1	98	99	15	2	9	-82	87	-8	-3	7	1.0
COc1ccc2c(c1)[nH]c1c(=O)n(CCCn3ccnc3)cnc12	91	90	11	8	18	-6	95	/	0	1	0.2
O=C(NNS(=O)(=O)c1ccc(Cl)cc1)c1cccs1	124	134	14	11	-8	-4	124	10	0	0	0.2
C=CCn1c(C)c(C(C)=O)cc(NC(=O)c2ccccc2)c1=O	97	?	10	17	10	-30	99	-1	-2	6	1.6
O=C1c2oc3ccccc3c(=O)c2C(c2cccnc2)N1CCCN1CCOCC1 (stereo not given)	103	106	13	6	14	-13	103	/	3	5	-1.3
COc1ccc(CSc2nc3ccccc3[nH]2)cc1	103	101	26	8	6	-18	104	/	-1	6	0.8
Cc1cc(C)nc(NS(=O)(=O)c2ccc(NC(=O)CN3C(=O)S/C(=C\c4ccccc4)C3=O)cc2)n1	102	97	18	17	34	-2	101	26	-2	-1	0.0
Cc1ccc(C(C)(C)C)c(OCCCCN2CCCC2)c1	104	104	7	12	20	13	105	/	0	-1	-0.2
CCOC(=O)Cc1csc(SCC(=O)c2c(N)n(CC(C)C)c(=O)n(C)c2=O)n1	88	86	11	23	3	-37	86	4	1	5	0.9
O=S(=O)(NCCN1CCOCC1)c1cccs1	101	?	15	9	16	-24	101	-30	-1	6	1.0
COc1ccc2ccccc2c1/C=N\n1c(C)cc(C)c(C(N)=O)c1=O	99	98	27	11	/	4	103	/	0	9	1.7
C=CCOc1c(CNc2ncn[nH]2)cccc1OC	100	100	12	33	-2	-17	101	/	-2	0	0.0
CCOc1ccccc1C(=O)OCC(=O)Nc1cc(Cl)ccc1Oc1ccccc1	102	99	12	12	12	-3	100	/	-3	27	1.1
Oc1cccc(C2c3[nH]c4ccccc4c3CCN2Cc2ccoc2)c1 (stereo not given)	99	99	50	9	18	-19	102	-18	1	1	0.0
CCCCc1ccc(-n2c(Cc3cccs3)n[nH]c2=S)cc1	102	104	18	6	25	-27	96	2	-4	-3	-0.8
COC(=O)c1ccccc1NC(=O)CN(C)S(=O)(=O)c1cc(C)ccc1OC	108	107	5	8	-7	-5	105	/	3	1	0.1
Cc1cc(C)nc(NC2=NCCN2C(=S)Nc2ccc(C)c(C)c2)n1	95	?	/	3	-20	-35	99	23	/	/	/
CC1(C)S[C@@H]2[C@H](NC(=O)Cc3ccccc3)C(=O)N2[C@H]1C(=O)O	98	99	19	6	3	-11	96	/	-4	-1	-0.4
CS(=O)(=O)N(CC(=O)Nc1ccc2c(c1)OCO2)c1ccccc1	93	95	43	3	-2	-38	94	/	-3	3	0.0
CCCCCOP(=O)(c1ccccc1)c1ccccc1	102	103	10	11	14	-5	105	-5	-5	26	0.6
CC1(C)Cc2ccccc2C(=NCCCCCC(=O)O)N1	100	99	/	3	-7	-8	96	/	1	37	6.0
CCOc1ccc2c(C)c(C(=O)O)oc2c1OCC	98	97	10	41	5	-3	99	15	0	2	0.4
COc1ccc(S(=O)(=O)N2c3cc(C)ccc3OCC2C(C)(C)C)cc1 (stereo not given)	104	110	14	34	13	9	103	16	0	4	0.9
CCOC(=O)c1nc(C)nc(Sc2n[nH]c(-c3ccc(C(C)(C)C)cc3)n2)c1C	100	?	/	5	-1	-5	98	-2	/	/	/
O=C(COc1ccccc1)N1CCc2ccccc21	101	99	8	12	6	-17	96	0	-2	5	0.4
O=C1c2ccccc2C(=O)N1c1ncc(Cc2ccc(Cl)cc2)s1	97	96	7	6	5	-6	101	9	0	8	1.3
Cc1cc(C)nc(Nc2n[nH]c(COc3ccccc3)n2)n1	99	100	67	6	-6	-1	101	12	0	0	-0.4
O=C(Cc1ccccc1)N/N=C/c1ccccc1OCc1ccc(Cl)cc1	102	101	37	10	12	0	101	/	-5	59	-1.3
O=C(c1ccc(COCC(F)(F)F)o1)N1CCCCCC1	103	100	20	36	9	2	103	/	-6	0	0.1
CN(C)S(=O)(=O)c1ccc(Cl)c(NC(=O)CN2CCc3ccccc3C2)c1	101	106	14	11	11	-10	96	/	1	9	0.4
Cc1cc(NC(=O)CSc2nnc(C3COc4ccccc4O3)n2C)no1 (stereo not given)	95	92	29	14	1	-5	96	13	-2	9	1.7
Cn1c(CSCc2ccccc2)n[nH]c1=S	101	102	3	9	13	-46	98	/	-3	3	0.8
S=C(Nc1ccc(Cl)cc1)c1sc(N2CCCCC2)nc1N1CCOCC1	103	104	8	2	-11	-19	97	17	-4	7	1.8
O=C(Nc1cc(Cl)c(O)c(Cl)c1)C1CCCO1 (stereo not given)	98	99	36	13	33	10	98	0	-1	9	1.1
COc1ccc(CN(C(=O)c2cc3ccccc3oc2=O)C2CCCC2)cc1	100	102	17	22	-11	-2	98	/	-3	1	0.1
CCOc1ccc(NC(=O)C(CC)NC(=O)c2ccccc2CO)cc1 (stereo not given)	87	97	38	9	5	-16	95	-11	-2	6	0.4
COc1ccc(Nc2nc(N3CCCC3)nc(N3CCCC3)n2)c(OC)c1	99	95	29	5	10	-12	98	-14	0	0	0.2
Cc1cc(C)cc(N(CC(=O)NCc2ccco2)C(=O)c2snc(C(N)=O)c2N)c1	93	94	20	22	11	-13	99	/	-1	2	1.1
Cc1c(Cl)cnc(NC(=O)COC(=O)c2cccc(S(=O)(=O)N3c4ccccc4CC3C)c2)c1Cl (stereo not given)	98	102	6	11	3	-41	104	-26	-1	3	0.8
COc1ccc2cc(-c3csc(-c4cccnc4)n3)ccc2c1	103	106	11	8	42	38	106	22	-1	2	-0.1
CCOC(=O)c1c(C)oc2c1C(=O)c1ccccc1C2=O	99	97	10	9	20	-19	99	/	0	29	1.5
CCc1nnc(NC(=O)c2cccs2)s1	106	110	15	24	14	3	106	/	-3	3	0.3
COc1ccc(C(=O)N2CCCC2)cc1S(=O)(=O)N1CCOCC1	98	90	32	9	-10	-4	95	-9	-2	-1	-0.4
O=C(C1=C[C@H](C2CCCCC2)C[C@H](OCCCCO)O1)N1CCOCC1	100	100	19	7	-15	1	101	5	0	2	0.5
CCOC(=O)CCNC(=O)Nc1ccc2nc(C)n(Cc3cccc(Cl)c3)c(=O)c2c1	102	102	24	4	4	25	106	/	4	3	-0.1
CCOc1ccc(-n2nc3ccc(NC(=O)c4ccc5c(c4)OCCO5)cc3n2)cc1	101	101	29	5	-13	9	103	/	-3	-1	-1.5
CC1Cc2ccccc2N1S(=O)(=O)c1cnc[nH]1 (stereo not given)	100	103	22	26	10	-18	103	/	-2	-2	0.1
O=C(/C=C/c1cccs1)c1ccc([N+](=O)[O-])cc1	92	?	/	13	8	-9	92	-3	/	/	/
C=CCn1c(SCC(=O)Nc2cccc(C(=O)OC)c2)nnc1C(C)NC(=O)c1cccs1 (stereo not given)	97	98	58	7	23	13	102	-9	-3	9	0.7
Cc1noc(/C=C/NCc2cccnc2)c1S(=O)(=O)N(C)CC(=O)N1CCc2ccccc21	104	104	19	7	23	-51	100	/	-1	8	0.8
Cc1ccc(-c2cc(C(=O)NCC3CCCO3)no2)cc1 (stereo not given)	98	97	14	6	3	-22	96	/	-2	31	6.1
CC(C)(C)C(=O)Nc1ccc(C(=O)NNC(=O)Cc2ccccc2)cc1	97	97	17	16	7	-6	97	/	-1	1	0.2
Cc1cc(C)n(/N=C\c2c(O)ccc3ccccc23)c(=O)c1C(N)=O	98	97	29	13	12	-1	98	/	1	1	0.6
CCOC(=O)c1ccc(NC(=O)C2CCN(S(=O)(=O)CC)CC2)cc1	102	100	32	13	-15	-2	104	3	-1	15	16
Cc1cccc2sc(N(CCCN(C)C)C(=O)COc3ccc(Cl)cc3)nc12	102	100	26	11	15	-4	101	-2	-1	19	2.0

Entries above containing fluorine:
SMILES	RGS4-Gao reg	RGS7-Gao	GSH fluor	Avidin fluor	Mcl1 Noxa PPI	Mcl1 Bid PPI	RGS8-Gao reg	Pf gametocyte	Bim-Mcl-1	ABCG2 block	ABCB1 inh
COc1ccc(-c2cc(C(F)(F)F)n3nc(C(=O)Nc4c(C)n(C)n(-c5ccccc5)c4=O)c(Cl)c3n2)cc1	99	?	11	11	8	-35	102	-3	1	0	0.0
O=C(c1ccc(COCC(F)(F)F)o1)N1CCCCCC1	103	100	20	36	9	2	103	/	-6	0	0.1

(listing goes on)
SMILES	RGS4-Gao reg	RGS7-Gao	GSH fluor	Avidin fluor	Mcl1 Noxa PPI	Mcl1 Bid PPI	RGS8-Gao reg	Pf gametocyte	Bim-Mcl-1	ABCG2 block	ABCB1 inh
CCCOc1ccc(NC(=O)C2CC(=O)N3CCCN=C3S2)cc1 (stereo not given)	101	102	19	7	12	-21	101	/	-2	10	1.2
Cc1cccc(Nc2nnc(SCC(=O)NCc3cccs3)s2)c1C	102	97	9	13	8	-22	103	-25	-4	-5	0.2
CCOC(=O)C1(CC/C(C)=N\NC(N)=O)CC(C)(C)OC1=O (stereo not given)	98	99	6	2	11	1	97	19	9	2	0.2
O=C(CNC(=O)c1ccc(Br)cc1)OCc1cc([N+](=O)[O-])cc2c1OCOC2	99	103	17	10	-5	-7	100	14	-1	1	0.1
CNC(=O)c1cc(C)c(-c2ccccc2)s1	97	95	12	38	33	-4	98	3	-2	2	0.2
O=C(Nc1ccc(C(=O)O)cc1)/C(=C\C=C\c1ccccc1)NC(=O)c1cccc(Br)c1	101	?	21	10	4	-7	97	/	0	-4	-1.0
Cc1cc(C(=O)NCCC2=CCCCC2)c(C)o1	100	98	11	8	9	-21	101	/	1	17	2.0
CC(=O)/C=C(/C)NC(Cc1c[nH]c2ccccc12)C(=O)O (stereo not given)	96&100	99&101	52&27	6&5	7&18	-57&-31	101&98	-2&-9	0&0	-1&5	-0.2&0.4
Cc1ccc(C)c(S(=O)(=O)N2C(=S)NC(=O)C2C(C)C)c1 (stereo not given)	97	100	22	17	-4	-32	99	11	0	1	0.3
Cc1ccccc1OCCn1cc(/C=C(\C#N)C(=O)NCc2ccco2)c2ccccc21	99	100	15	13	-6	-13	99	11	-2	2	-0.1
O=C(CSc1nnnn1-c1cccnc1)NCc1cccs1	100	100	23	12	12	-18	102	/	-1	0	0.0
